# C2C12 statin: suppression of simvastatin myotoxicity | rescue of ATP level, % at 7.49 µM | C2C12 myotubes + simvastatin, ATP luminescence, 48 h; scaled: DMSO 0, geranylgeraniol control 100 | hit rate 0.78% among 330,000 | AID 602340;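 active = mean ATP rescue above about 67%, or every replicate alone reaching that limit, limit read from the data, passing the limit was not always enough; inconclusive = no clear call, values can overlap the other calls; inactive = mean under the limit and some replicate under it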;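 note: myotubes were challenged with 10 µM simvastatin during compound exposure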
# PGC1a acetyl inh: PGC1a acetylation modulation, inhibitor mode. hit rate 0.17% among 350,000. AID 651687. U2OS PGC1a acetylation, AlphaScreen anti-acetyl-lysine; with virally co-expressed GCN5 acetyltransferase. inhibition, % at 15.6 µM;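 active = every replicate shows inhibition of at least 40%; inconclusive = mean inhibition at least 40% but some replicate below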;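 note: 0% = neutral control wells and 100% = positive control wells; some results beyond the cut were filed as inactive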
# GSIS activator: GLuc luminescence reporter in INS-1E cells, primary screen for activators of glucose-dependent secretion of insulin; INS-1E GLuc reporter insulin secretion, 2-3 h; activation, % at 16.6 µM; hit rate 0.61% among 370,000; AID 743287;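 active = lowest replicate activation of at least 40%, so every replicate reaches that level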;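 note: 0% = median of neutral control wells and 100% = median of IBMX positive control wells; some compounds called inactive have numbers as strong as hits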
# PAX8 inh HTS: inhibitors of PAX8 transcriptional activity in RMG-I cells; RMG-I TPO-luciferase reporter, SteadyGlo, 24 h; inhibition, % at 12.6 µM; hit rate 1.2% among 360,000;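 active = mean replicate inhibition at least 60% with every replicate also reaching 60%; inconclusive = only one of the two criteria is met; inactive = mean below 60% and not all replicates reaching 60%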;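 note: luciferase light reporting Pax8 driven TPO promoter activity; plate controls were median of neutral control wells for no effect and mitoxantrone controls for full effect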
# PglD inh: PglD (C. jejuni) enzyme inhibition | purified PglD enzyme, DTNB colorimetric CoA detection | inhibition, % at 12.5 µM | hit rate 0.098% among 360,000 | AID 602405; in the data active = inhibition above about 16%, passing the limit was not always enough; inconclusive = no clear call, values can overlap the other calls; note: strong numbers were not always called active
# ARNT TACC3 PPI: disruptors of human ARNT/TACC3 interaction; AlphaScreen His-ARNT PAS-B/GST-TACC3 binding, luminescence; TACC3 fragment carries E629A point mutation; inhibition, % at 9.99 µM; AID 623870; Q9Y6A5; hit rate 0.66% among 390,000;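 active = mean inhibition of replicates at least 50% and at least half of replicates each reaching 50%; inconclusive = half or more replicates reach 50% but mean below 50%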;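 note: 0% = complete ARNT plus TACC3 wells and 100% = ARNT alone without TACC3; many hits fall short of the cut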
# LGR2 antag: blocks bursicon-induced cAMP signaling via Drosophila LGR2; HEK293 LGR2, CRE-luciferase, bursicon-stimulated, 4 h; inhibition, % at 9.99 µM; hit rate 0.35% among 380,000; AID 720647;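 active = drop in luminescence signal, shown as inhibition above about 50% in the replicate tests, limit read from the data, passing the limit was not always enough; inconclusive = probably only some replicates passing the limit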;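 note: agonist challenge used bursicon conditioned medium at about half maximal strength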
# Cneo AK release: causes C. neoformans cell lysis; AID 651654; hit rate 0.2% among 360,000; adenylate kinase release luminescence, 4 h; normalised: neutral wells 0, clomiphene wells 100; lysis activity, % at 15 µM;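 active = mean lysis activity across replicates of at least 80%, whatever share of replicates individually reach that level; inactive = mean lysis activity below 80%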
#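 Assay system: C. neoformans cells. Amount: yeast cell density of 5 × 10^6 cells/mL. Technique: AK luminescence. Buffer or medium: YPD. Times: static 4 h at 37 °C with compound, 1 h detection. Dosing: single-point compound dose. Read-out: lysis from increased AK signal.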
# Numbers without * were called inactive; ? = inconclusive; . = not tested or not shown; & = joins results of further samples. The list is partial; the hit share may differ from the screen's.
SMILES,C2C12 statin,PGC1a acetyl inh,GSIS activator,PAX8 inh HTS,PglD inh,ARNT TACC3 PPI,LGR2 antag,Cneo AK release
C=CCn1c(O)c(C(CC)=Nc2cccc(C(=O)O)c2)c(=O)[nH]c1=O,.,.,-17,10,.,-2,6,.
COc1ccc(CC(C)NCCc2ccc(OC)c(OC)c2)cc1 (configuration not stated),7,1,0,13,1,-4,-14,1
COc1ccc(C2=CC(c3ccc(OC)c(OC)c3)c3c(c4ccccc4oc3=O)O2)cc1OC (configuration not stated),-36,-12,-16,12,5,-1,15,-1
Cc1ccccc1OCCCn1cc(C(=O)C(=O)N2CCOCC2)c2ccccc21,.,.,-22,1,.,-1,16,.
Cc1c2cnn(CC(=O)N3CCC4(CC3)OCCO4)c(=O)c2c(C)n1Cc1ccccc1Cl,10,6,-3,-11,5,.,13,-5
COc1cc2c(cc1OC)C(C(=O)NCCC(C)C)C1CCCCN1C2=O (configuration not stated),.,.,-2,-19,-8,-3,-12,-1
CC(Cc1ccc(O)cc1)NCC(O)c1cc(O)cc(O)c1 (configuration not stated),12,-4,-7,1,7,-3,-42,2
Cc1ccc(OC(=O)N(C)C[C@@H]2OCc3ccccc3-c3c(n(C)c4ccccc34)C(=O)N([C@@H](C)CO)C[C@@H]2C)cc1,.,2,-18,0,.,.,22,.
Oc1cc(Cl)c(Cl)c(Cl)c1,-3,-8,-18,.,-1,.,11,0
C=C1[C@H]2CC[C@H]3[C@]4(C)C[C@H](O[C@@H]5OC(CO)[C@@H](OSOOO)[C@H](OS(=O)(=O)O)[C@H]5OC(=O)CC(C)C)C[C@@H](C(=O)O)[C@H]4CC[C@]3(C2)[C@H]1O (some centres not stated),10,-12,.,-15,-2,-2,16,2
O=C(Cc1ccccc1)N1CCCCN2[C@H](CO)[C@@H](c3ccc(-c4ccccc4)cc3)[C@@H]2C1,.,2,-8,-7,7,3,18,4
O=C(C1CC1)N1C[C@@H]2N[C@H](C1)C2c1ccc(-c2cncnc2)cc1 (some centres not stated),.,9&3,10&-20,8&21,.,.,5&30,.
CCOC(=O)C1=C(N)OC2=C(C(=O)CCC2)C12C(=O)N(CC(N)=O)c1ccccc12 (configuration not stated),1,5,.,.,-7,.,.,0
OCC#CC[N+]1(CC#Cc2ccccc2)CCCC1,6,6,-4,-19,2,-13,5,2
Cc1[nH]c2ccc(OC(F)(F)F)cc2c1CCNCc1cccc([N+](=O)[O-])c1,-2,.,-19,25,3,4,11,-3

# Complete entries, looked up by structure. Order of values: C2C12 statin, PGC1a acetyl inh, GSIS activator, PAX8 inh HTS, PglD inh, ARNT TACC3 PPI, LGR2 antag, Cneo AK release
# OCC#CC[N+]1(CC#Cc2ccccc2)CCCC1 is listed with 6, 6, -4, -19, 2, -13, 5, 2
# Cc1c2cnn(CC(=O)N3CCC4(CC3)OCCO4)c(=O)c2c(C)n1Cc1ccccc1Cl is listed with 10, 6, -3, -11, 5, ., 13, -5
# C=C1[C@H]2CC[C@H]3[C@]4(C)C[C@H](O[C@@H]5OC(CO)[C@@H](OSOOO)[C@H](OS(=O)(=O)O)[C@H]5OC(=O)CC(C)C)C[C@@H](C(=O)O)[C@H]4CC[C@]3(C2)[C@H]1O (some centres not stated) is listed with 10, -12, ., -15, -2, -2, 16, 2
# CCOC(=O)C1=C(N)OC2=C(C(=O)CCC2)C12C(=O)N(CC(N)=O)c1ccccc12 (configuration not stated) is listed with 1, 5, ., ., -7, ., ., 0
# C=CCn1c(O)c(C(CC)=Nc2cccc(C(=O)O)c2)c(=O)[nH]c1=O is listed with ., ., -17, 10, ., -2, 6, .

# Continuation.
SMILES,C2C12 statin,PGC1a acetyl inh,GSIS activator,PAX8 inh HTS,PglD inh,ARNT TACC3 PPI,LGR2 antag,Cneo AK release
CCOC(=O)[C@@H]1[C@H]2COc3ccc(Br)cc3[C@H]2N2C(=O)N(c3cccc(C)c3)C(=O)[C@]12C,2,6,-11,7,3,-2,12,1
CCC(COC(=O)NC)NC(=O)Oc1ccccc1 (configuration not stated),.,-6,-1,.,4,2,6,-1
CC1=C(C(=O)Nc2ccccc2)S(=O)(=O)CCO1,-18,-37,.,32,.,2,.,.
O=c1c2ccccc2nc(-c2ccccc2Cl)n1-c1ccc(O)cc1,-3,-15,-3,9,4,6,0,2
CCN(CC)C(=O)c1ccc(NC(=O)c2ccc(N3CCCC3=O)cc2)cc1,-3,-4,.,6,-2,-6,.,2
O=c1c(C=NCCN2CCNCC2)c(O)n(C2CCCCC2)c(=O)n1C1CCCCC1,-6,-8,.,.,1,7,.,6
O=C(Cc1cccnc1)N1CCCCN2[C@@H](CO)[C@@H](c3ccc(C#CC4(O)CCCC4)cc3)[C@@H]2C1,-5,-2,22,2,-4,6,-1,-10
O=C1NC(=O)N(CCc2ccc(F)cc2)C(=O)/C1=C/C=C/c1ccccc1,.,8,-15,-23,-5,.,8,1
COC(=O)c1ccccc1N=Cc1c(O)[nH]c(=O)[nH]c1=O,?,4,-2,-6,4,9,-22,0
CC(C)(O)C(=O)Nc1ccc([N+](=O)[O-])c(C(F)(F)F)c1,-3,0,7,.,-3,.,8,0
FC(F)(F)c1ccc(NC2=NCCCS2)cc1,-1,-9,-7,-51,0,-46,-9,-3
CCCc1[nH]nc2c1C1(C(=O)N(CC(N)=O)c3ccccc31)C(C(=O)OC)=C(N)O2 (configuration not stated),.,27,11,.,0,-1,16,2
O=C(Cc1ccccn1)N1CCCCN2[C@H](CO)[C@H](c3ccc(-c4ccccc4F)cc3)[C@H]2C1,14,6,-3,-10,-2,3,-3,14
COC(=O)C1=C(c2ccc(S(C)(=O)=O)cc2)C[C@@H]2CC[C@H]1N2C(=O)NCc1ccc(F)cc1,2,3,9,12,-2,-2,-2,0
COc1ccc(C#Cc2ccc([C@H]3[C@H]4CN(C(=O)Cc5ccncc5)CCCCN4[C@H]3CO)cc2)cc1,.,5,6,43,5,5,0,54
CCN(CC)CCN=Cc1c(O)n(CCc2ccccc2)c(=O)[nH]c1=O,-4,-6,.,7,6,-11,.,2
CN(C)c1ccc(C=C2C(=O)NC(=S)NC2=O)cc1[N+](=O)[O-],.,3,-1,-15,.,1,2,.
O=C(Cc1ccccc1)N1CC2(C1)[C@H](c1ccccc1)[C@H](CO)N2Cc1cccc(Cl)c1,.,-23,-16,29,.,.,9,.
COc1cc(C)c(CN2CCN(c3ccccc3)CC2)cc1C,-2,-5,.,3,3,19,.,13
Cn1c(O)c(C(=N)COc2cccc(Cl)c2)c(=O)n(C)c1=O,-2,.,20,.,-3,2,13,0
Cc1ccc(-n2c(C)cc(/C=C3/C(=O)NC(=O)N(C)C3=O)c2C)cc1,.,.,-5,20,-6,13,-1,0
Cc1ccc2c(C)c3ccc4ccccc4c3c[n+]2c1,-21,7,.,31,.,13,-15,.
COC(=O)C1=C(c2cccc(C#N)c2)C[C@@H]2CC[C@H]1N2C(=O)N1CCOCC1,-1,-3,2,1,-1,-29,-5,-1
O=C(O)[C@H]1[C@H](CO)[C@H]2Cn3c(ccc(-c4cccc(F)c4)c3=O)[C@@H]1N2CCc1ccccc1,-218,4,5,-3,3,3,-12,-3
Cc1ccc[n+](CC(O)Cn2c3ccccc3c3ccccc32)c1 (configuration not stated),.,.,-2,1,4,-12,5,1
Nc1ccncc1Cl,.,2,1,-12,.,9,7,.
C=CCN1C(=O)NC(=O)C(CCc2ccncc2)(CCc2ccncc2)C1=O,4,0,12,-8,.,-30,10,.
O=C(NCc1ccccn1)c1ccccc1Cl,47,10,8,.,2,-2,.,4
CCC(CC)NC1CCCCC1OC (configuration not stated),0,-9,14,-2,-11,-2,18,1
CCCCC(=O)N/N=C/c1c(O)n(-c2cccc3ccccc23)c(=O)[nH]c1=O,.,.,4,-12,.,61*,7,.
BrCC(Br)C1CCC(Br)C(Br)C1 (configuration not stated),-4,-16,0,.,3,.,-9,1
COc1ccc(OC)c(-n2c(O)c(/C=C3\C=Nc4ccccc43)c(=O)[nH]c2=O)c1,14,-3,-13,-9,-7,-7,28,1
Cn1c(NN=O)nc2ccccc21,30,4,32,37,.,28,-5,.
C/C=C/c1ccc([C@@H]2[C@H]3CN(C(=O)Cc4ccncc4)CCCCN3[C@H]2CO)cc1,-19,1,3,-12,-1,-4,-1,-3
CN(C)CCN(CC1CCCN(Cc2ccccc2F)C1)C(=O)Cc1ccc(F)c(F)c1 (configuration not stated),-26,-17,-22,11,2,1,-4,0
O=C(Cc1ccccn1)N1CCCCN2[C@H](C1)[C@@H](c1ccc(Br)cc1)[C@@H]2CO,7,0,2,-7,6,-8,0,-3
COc1ccccc1CC(=O)N1CCN(CCc2ccccc2)CC1,-4,-2,-7,5,8,22,13,-1
Cc1ccc(S(=O)(=O)N2CC3CC(C2)c2cccc(=O)n2C3)cc1 (configuration not stated),5,.,.,.,-3,-23,.,0
CC(=O)C1=C(C)OC(N)=C(C(=O)OC(C)C)C12C(=O)Nc1ccccc12 (configuration not stated),-10,12,-5,.,-2,3,4,2
Nc1c(C(=O)NCC2CCCO2)c2nc3ccccc3nc2n1Cc1ccco1 (configuration not stated),-24,-5,19,-8,9,-1,5,1
c1ccc(CN2CCN(Cc3ccc4c(c3)OCCO4)CC2)cc1,-4,-8,.,.,-6,-10,.,2
COC(=O)C1=C(c2cccc(OCc3ccccc3)c2)C[C@@H]2CC[C@H]1N2C(=O)NCCOc1ccccc1Cl,1,-4,-14,20,2,5,15,3
CCCCn1nnnc1C(c1ccc(OC)cc1)N1CCC2(CC1)C(=O)NCN2c1ccccc1 (configuration not stated),-1,-4,-34,6,-1,.,0,0
O=C(Cn1ccc2ccccc2c1=O)NCC(=O)N1CCC2(CC1)OCCO2,6,0,4,-4,4,-2,-7,-4
Nc1ccc(Cl)c(Cl)c1,6,1,2,-2,1,4,8,2
O=C(CN1CCOCC1)Nc1ccc(Br)cc1C(=O)c1ccccc1,46,4,-14,.,-3,1,-15,2
CCN1CCN(Cc2cccnc2)CC1,12,.,6,-2,-1,-4,12,0
CCN(CC)c1ccc(/C=C2\C(=O)NC(=S)N(C)C2=O)o1,16,3,.,-157,0,-19,-10,-18
NP(=O)(Oc1ccccc1Cl)Oc1ccccc1Cl,.,.,18,10,.,-4,7,.
CCCC[N+]1(C)C2CC(OC(=O)C(CO)c3ccccc3)CC1C1OC12 (configuration not stated),2,3,9,2,6,-4,22,-2
COC(=O)[C@@H](c1ccccc1)C1CCCCN1 (some centres not stated),2,-4,-10,.,1,29,13,-1
Cc1nc2nc(SCC(=O)N3CCC4(CC3)OCCO4)nn2c(C)c1Cc1ccccc1,11,10,0,6,-7,1,.,-3
O=C(c1cc2c(s1)-c1ccccc1OC2)N1CCC2(CC1)OCCO2,-25,-1,6,.,1,1,-59,-3
CCOc1ccc(N=Cc2c(O)n(C(C)(C)C)c(=O)[nH]c2=O)cc1,-4,4,.,.,-1,-3,.,-5
COc1ccc2c(c1)CC1(CN2C)C(=O)NC(=O)N(c2ccc(F)cc2)C1=O (configuration not stated),-6,4,.,21,1,-16,.,6
CN1C(=O)/C(=C/c2ccc(N3CCCCCC3)o2)C(=O)NC1=S,-13,13,-11,-134,-3,2,.,-14
COc1cccc2c1cc([N+](=O)[O-])c1c(C(=O)O)cc3c(c12)OCO3,4,-2,1,.,1,2,67*,-1
COc1cc(OC)c(OC)cc1/C=C1\C(=O)NC(=O)N(Cc2ccccc2)C1=O,6,.,-14,-9,3,11,2,-1

# Source: PubChem BioAssay
